# Screening results deposited in PubChem BioAssay by several laboratories.
# m5-HT2A agonist: mouse HTR2A agonism via beta-arrestin recruitment; AID 624169; CHO-K1 mHTR2A beta-arrestin complementation, luminescence; percent of 30 µM serotonin response; P35363; activation, % at 7.6 µM; 0.66% of 360,000 active;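 active = activation above a run cutoff, the mean activation of all tested compounds plus 3 SD, cut at about 14% in these data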;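 note: 0% = plate median of compound wells and 100% = 30 µM serotonin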
# Target sequence (P35363 whole entry, looked up): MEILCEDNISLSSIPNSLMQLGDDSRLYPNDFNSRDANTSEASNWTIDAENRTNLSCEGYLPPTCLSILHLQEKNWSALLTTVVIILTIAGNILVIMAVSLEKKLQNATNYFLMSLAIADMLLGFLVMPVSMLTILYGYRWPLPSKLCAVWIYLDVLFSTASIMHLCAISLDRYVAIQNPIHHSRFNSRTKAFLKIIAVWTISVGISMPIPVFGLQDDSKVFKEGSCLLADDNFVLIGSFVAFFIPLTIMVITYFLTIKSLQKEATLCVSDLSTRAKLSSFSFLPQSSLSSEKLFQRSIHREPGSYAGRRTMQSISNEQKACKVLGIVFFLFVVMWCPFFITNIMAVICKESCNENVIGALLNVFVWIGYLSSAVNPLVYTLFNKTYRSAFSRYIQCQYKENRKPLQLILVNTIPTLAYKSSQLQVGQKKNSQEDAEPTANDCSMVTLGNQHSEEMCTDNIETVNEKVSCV
# MC4R antag cAMP: antagonists of human melanocortin 4 receptor (MC4R). P32245. MC4R-expressing cells, MTII-stimulated cAMP, LANCE TR-FRET. inhibition, % at 6.5 µM. 0.48% of 360,000 active. AID 540295;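 active = inhibition above its plate's cutoff, the mean of tested wells on that plate plus 3 SD, cut at about 29% in these data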;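 note: 0% = Melanotan II alone and 100% = Melanotan II plus saturating MCL0020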
#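 material = U2OS cells stably expressing human melanocortin 4 receptor (MC4R) | also added = Melanotan II challenge | dosing = single nominal compound dose of 6.5 µM | detection = TR-FRET with Eu-cAMP and labeled anti-cAMP, 671 nm | replication = singlicate | timing = compound 30 min, challenge 1 h, detection 1 h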
# ABHD5-PLIN5 inh: blocks binding of human ABHD5 to perilipin-5; 0.78% of 360,000 active; inhibition, % at 4 µM; AID 602281; Split G. princeps luciferase complementation, luminescence, 4 h;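 active = inhibition above the mean inhibition across every tested compound plus 3 SD, cut at about 22% in these data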;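 note: 0% = DMSO only wells and the 100% control is not disclosed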
# ABCB6 inh MLPCN: human ABCB6 transporter inhibition; Q9NP58; K562-ABCB6 porphyrin accumulation, flow cytometry, 1 h; hits give low values; fluorescence ratio to DMSO, % at 10 µM; 0.19% of 360,000 active;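 active = fluorescence ratio to DMSO below 75%, the collection mean minus 3 SD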;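 note: signal is porphyrin accumulated inside mitochondria; 100% equals median channel fluorescence of DMSO control wells; lower ratio means ABCB6 inhibition with less porphyrin fluorescence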
# NOD2-RIPK2 inh: inhibitors of human NOD2-RIPK2 interaction | CHO BLA complementation NOD2-RIPK2, CCF4 ratio | inhibition, % at 4.98 µM | 0.38% of 360,000 active; in the data active = inhibition above about 21%;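 note: 0% = vehicle only and 100% = reference blocker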
# Target sequence (O43353 whole entry, looked up): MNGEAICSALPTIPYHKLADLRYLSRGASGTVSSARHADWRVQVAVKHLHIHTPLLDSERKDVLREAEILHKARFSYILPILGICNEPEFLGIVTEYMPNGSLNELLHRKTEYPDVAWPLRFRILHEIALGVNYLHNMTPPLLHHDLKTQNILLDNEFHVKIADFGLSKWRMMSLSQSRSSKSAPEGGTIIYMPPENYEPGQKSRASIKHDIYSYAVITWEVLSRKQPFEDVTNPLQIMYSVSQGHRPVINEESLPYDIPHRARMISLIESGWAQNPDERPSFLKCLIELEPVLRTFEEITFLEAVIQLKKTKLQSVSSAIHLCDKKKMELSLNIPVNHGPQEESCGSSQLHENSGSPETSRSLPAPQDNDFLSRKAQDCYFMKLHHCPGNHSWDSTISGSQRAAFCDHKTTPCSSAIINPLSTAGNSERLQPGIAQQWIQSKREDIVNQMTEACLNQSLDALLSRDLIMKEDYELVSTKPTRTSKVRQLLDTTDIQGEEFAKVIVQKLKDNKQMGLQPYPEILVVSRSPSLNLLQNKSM
# Glyco luc inh: blocks N-linked glycosylation in D54 reporter cells; 0.23% of 360,000 active; reporter increase, % at 12.5 µM; AID 588692; D54 ERlucT glycosylation luciferase reporter, 24 h; percent of 100 nM tunicamycin response;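 active = mean luciferase reporter signal, scaled so untreated is 0 and the glycosylation-blocking control 100, at or above a set limit in every replicate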;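 note: luciferase carries N-glycosylation sites so blocking glycosylation raises the light; 0% = median of neutral control wells and 100% = median of 100 nM tunicamycin wells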
# H9c2 protect: myocardial damage modulation in H9c2 cells; AID 588492; H9c2 cardiomyocytes, H2O2 injury protection, ATPLite, 2 h; protection from H2O2 cell death, % at 20 µM; 0.63% of 360,000 active;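 active = compounds giving at least 50% protection of heart cells from peroxide-induced death in the single-dose screen, raw or plate-pattern-corrected value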;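 note: 0% = DMSO wells with peroxide and 100% = DMSO wells without peroxide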
# TLR9-MyD88 inh: blocks human TLR9 binding to MyD88; Q9NR96+Q99836; CHO BLA complementation TLR9-MyD88, CCF4 FRET ratio; inhibition, % at 4.98 µM; 0.21% of 340,000 active;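 active = inhibition above the mean over all tested compounds plus 3 SD, cut at about 21% in these data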;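 note: 0% = DMSO only wells and 100% = clavulanate BLA inhibitor control wells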
# MC4R barr agon: activates human MC4R beta-arrestin recruitment; U2OS MC4R beta-arrestin complementation, luminescence; percent of melanotan II response, DMSO zero; activation, % at 8.9 µM; 0.98% of 360,000 active;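 active = activation above a per-plate cutoff, the mean activation of sample wells on that plate plus 3 SD, cut at about 8% in these data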
# NCOA2 inhibitor: inhibits human steroid receptor coactivator 2. Q15596. inhibition, % at 9 µM. 0.17% of 370,000 active. HEK293 GAL4-SRC2 luciferase reporter, luminescence. AID 651957;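 active = inhibition above the mean inhibition of all tested compounds plus 3 SD, set per campaign, cut at about 52% in these data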;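 note: 0% = DMSO treated cells and 100% = cells given Gossypol at 36 µM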
# * = called active by the depositor; . = not tested or not shown. These rows are one share of the data. The share of hits here may be higher or lower than overall.
SMILES,m5-HT2A agonist,MC4R antag cAMP,ABHD5-PLIN5 inh,ABCB6 inh MLPCN,NOD2-RIPK2 inh,Glyco luc inh,H9c2 protect,TLR9-MyD88 inh,MC4R barr agon,NCOA2 inhibitor
COc1cccc(NC(=O)Nc2ccc3c(c2)N(C)C(=O)CS3)c1,-0.1,8.2,3.6,97.0,2.8,-1.8,9.4,5.0,-0.8,-7.7
CC(=O)Nc1ccc(NC(=O)Cn2c(=O)n(-c3ccc(F)cc3)c(=O)c3oc4ccccc4c32)cc1,4.0,9.3,2.8,103.0,0.1,-0.6,13.5,2.2,-1.9,0.1
COc1ccc(-c2nnc(NC(=O)C3=COCCO3)o2)cc1,0.9,-1.4,-3.6,98.0,3.2,0.5,0.7,-0.2,-2.3,-29.3
CCOC(=O)C1CCCN(C(=O)c2ccc(OC)c(OC)c2)CC1 (stereo not given),4.3,-6.1,3.5,99.0,0.1,0.9,3.0,.,0.8,-25.6
S=C1NCN(C2CCCCC2)CN1c1ccccc1,11.9,2.0,4.1,99.0,-0.8,0.2,0.7,-3.5,-1.1,-3.2
CC(=O)Nc1cccc(-c2ccnc3c2CC(C(=O)Nc2cccnc2)O3)c1 (stereo not given),-0.7,26.0,5.8,108.0,1.8,1.1,5.6,.,-1.5,-13.6
CCCCOc1ccc(CSC2=NCCN2)cc1[N+](=O)[O-],-5.6,-8.6,21.2,102.0,-9.3,1.7,-8.3,2.0,3.0,4.8
COc1cc(CNCc2ccncc2)cc(Br)c1OCc1ccccc1F,-3.8,-0.2,9.1,95.0,-10.2,-5.5,-14.1,-4.5,1.4,24.4
CCC1(C)Cc2c(sc3nc(SC)nc(N)c23)CO1 (stereo not given),-0.6,3.0,-5.2,100.0,-3.0,4.1,6.9,-8.7,1.5,-3.6
CC(=O)/C=C/c1ccccc1Oc1c(F)c(F)nc(F)c1F,5.3,-1.9,21.5,101.0,3.2,60.3*,-13.7,-20.4,-0.1,12.1
N#Cc1cccc(-n2nnnc2-c2ccccn2)c1,-1.5,-1.7,-2.4,145.0,-20.5,1.5,0.8,-1.4,-0.7,-2.1
CCOC(=O)CSc1nnc(Cc2ccccc2)n1-c1cccc(Cl)c1,6.2,-1.0,3.6,95.0,-3.2,1.1,4.7,3.3,-0.3,.
Cc1ccc(N=C(NO)c2nonc2N)c(C)c1,-2.6,16.7,3.3,102.0,-2.0,-0.6,1.8,4.6,-0.1,1.2
CC1CCC2(CC1)NC(=O)N(NC(=O)c1cccs1)C2=O (stereo not given),0.4,19.2,2.0,101.0,-4.5,-0.6,9.5,-2.0,-4.4,5.1
Cc1nccn1CCCNC(=O)CC1C(=O)NCCN1Cc1ccc(Cl)c(F)c1 (stereo not given),-4.7,2.0,2.6,101.0,-0.8,0.1,3.2,-3.8,-2.1,-16.1
CCCN1CNC(=S)N(c2cccc(C)c2)C1,1.6,17.7,-5.8,94.0,8.2,0.7,9.6,-3.7,0.4,-22.9
O=S1(=O)[C@H]2C[C@@H]3C=C[C@@]2(CN1Cc1cccc(F)c1)O3,8.7,0.5,5.2,100.0,-11.1,1.6,-3.4,-4.2,-0.7,-6.7
CCOc1ccc(CN2CCNC(=O)C2CC(=O)O)cc1 (stereo not given),1.7,2.2,0.6,96.0,-6.3,3.0,-1.1,-0.7,2.8,-18.6
O=C(Oc1ccccc1C(=O)N1CCOCC1)c1ccccc1,-0.8,2.3,1.2,97.0,-2.6,-0.8,2.9,3.0,-2.2,-3.7
O=C(Cc1ccccc1)Nc1ccc(NC(=O)c2ccccc2)nc1,-6.0,12.7,-1.1,95.0,-6.6,-1.6,1.7,-1.3,-0.1,-76.9
O=C(Cn1c(=O)c2cccn2c2ccccc21)NCCc1ccccc1,6.0,-4.6,3.4,98.0,-11.1,-1.5,1.0,-7.8,-1.7,-8.2
CCN(CC)C(=S)Nc1ccc(Cl)c(Cl)c1,-3.7,-1.5,0.7,97.0,-11.1,0.6,3.1,-1.7,2.4,-28.6
CN(C)C(=O)[C@H]1C[C@H]1[C@@H](O)[C@H](CO)NC(=O)[C@H](Cc1ccccc1)NC(=O)OC(C)(C)C,0.1,6.5,-0.2,98.0,-4.1,0.1,14.6,-2.2,-0.1,-15.9
CCOC(=O)c1ccccc1NC(=O)CSc1nc2[nH]ncc2c(=O)[nH]1,0.6,2.0,-2.3,97.0,4.7,-0.6,6.9,4.5,-3.5,-13.5
S=C(NCCC(c1ccccc1)c1ccccc1)Nc1ccccc1Cl,-5.7,0.7,-11.0,101.0,-0.2,-4.0,-8.4,5.4,0.1,-30.6
O=C(OCc1nc2ccc(Cl)cc2n1CCO)c1ccc2c(c1)OCO2,-4.4,6.1,3.3,95.0,2.3,0.4,13.4,4.9,-1.1,4.4
CCCC1O[C@@H]2CC3C4CCC5=CC(=O)C=C[C@]5(C)C4C(OC(C)=O)C[C@]3(C)[C@]2(C(=O)COC(C)=O)O1 (stereo not given in full),-0.8,-1.0,-7.1,84.0,6.3,-2.5,4.6,-9.0,-1.4,0.1
CCOc1ccc(C(CC(=O)O)NC(=O)C23CC4CC(CC(C4)C2)C3)cc1 (stereo not given),-0.3,10.0,-0.3,94.0,-7.7,3.6,0.5,2.6,-0.3,-10.5
COC(=O)C(CCSC)NC(=O)CNS(=O)(=O)c1ccc(Br)cc1 (stereo not given),6.4,2.4,-2.9,83.0,-5.4,1.7,2.5,5.6,0.1,-19.1
COC(=O)C1=C(N)OC2=C(C(=O)CC(C)(C)C2)C1c1cccnc1 (stereo not given),-3.3,2.2,-0.4,88.0,-2.3,0.0,-4.0,-11.8,-2.7,-29.1
CCn1c(SCC(=O)Nc2nc(C)c(C)s2)nnc1-c1cccs1,5.9,1.2,5.5,95.0,-4.7,2.5,-0.7,5.1,-0.9,14.1
CCOc1ccccc1C(C(=O)NC1CCCCC1)N(C(=O)c1csnn1)C1CC1 (stereo not given),5.4,14.7,2.3,85.0,-1.9,-0.3,-0.5,-3.1,-1.3,-10.2
O=C(CSc1ccc2nnc(-c3ccc(F)cc3)n2n1)NCC1CCCO1 (stereo not given),-3.3,-1.2,4.8,102.0,3.9,1.2,9.6,8.3,-0.9,.
CCCn1c(C(O)c2ccc(OCC)cc2)nc2ccccc21 (stereo not given),-0.1,-0.7,-12.5,92.0,2.3,-1.2,-15.4,6.8,-1.5,23.1
Cc1ccc(N(CC2CO2)S(=O)(=O)c2ccccc2[N+](=O)[O-])cc1 (stereo not given),-7.7,12.6,-8.0,87.0,3.4,1.2,-0.9,-14.4,-1.4,-10.9
Oc1ccc(-c2csc(-c3cccnc3)n2)cc1O,0.5,-1.8,2.3,96.0,3.4,-1.4,22.3,-10.3,-2.1,-34.8

# Gathered by group, the entries above with a nitro group on carbon (two)
SMILES,m5-HT2A agonist,MC4R antag cAMP,ABHD5-PLIN5 inh,ABCB6 inh MLPCN,NOD2-RIPK2 inh,Glyco luc inh,H9c2 protect,TLR9-MyD88 inh,MC4R barr agon,NCOA2 inhibitor
CCCCOc1ccc(CSC2=NCCN2)cc1[N+](=O)[O-],-5.6,-8.6,21.2,102.0,-9.3,1.7,-8.3,2.0,3.0,4.8
Cc1ccc(N(CC2CO2)S(=O)(=O)c2ccccc2[N+](=O)[O-])cc1 (stereo not given),-7.7,12.6,-8.0,87.0,3.4,1.2,-0.9,-14.4,-1.4,-10.9

# Further compounds
SMILES,m5-HT2A agonist,MC4R antag cAMP,ABHD5-PLIN5 inh,ABCB6 inh MLPCN,NOD2-RIPK2 inh,Glyco luc inh,H9c2 protect,TLR9-MyD88 inh,MC4R barr agon,NCOA2 inhibitor
Cc1c(C#N)c(=O)oc2ccc3ccccc3c12,-1.7,-3.1,-0.2,93.0,-3.6,0.3,3.3,-2.1,7.0,-9.1
CNCC(O)Cn1c2c(c3ccccc31)CCCC2 (stereo not given),1.1,9.3,0.0,101.0,4.1,-0.2,3.2,-2.0,-1.5,-39.7
COc1ccc(N(CCC(=O)O)S(=O)(=O)c2ccc(C)c(C)c2)cc1,2.9,14.8,5.2,98.0,-10.5,3.0,1.1,6.4,-2.9,-14.5
CS(=O)(=O)N1CCN(CC(=O)NC2CCCC2)CC1,8.3,5.8,3.6,97.0,-10.7,0.8,1.3,-4.1,0.0,-5.5
O=[N+]([O-])c1ccc(Cl)c(S(=O)(=O)Nc2ccc(S(=O)(=O)N3CCOCC3)cc2)c1,6.7,2.8,9.9,98.0,-11.8,1.3,5.8,-8.1,-0.5,-2.5
CN(CC(=O)N1CCN(Cc2ccccc2)CC1)S(=O)(=O)c1cccc2nsnc12,2.5,2.1,-0.6,93.0,1.2,1.3,-4.6,-10.2,-1.9,-15.8
CCCNC(=O)C1(C)CCN(C(=O)c2sccc2C)C1 (stereo not given),0.0,19.0,-6.9,95.0,-3.1,1.8,-4.8,.,0.9,-0.8
CCCCOCCCNC(=O)c1c(-c2ccccc2)noc1C,-3.6,4.0,-1.1,94.0,-0.3,1.0,-13.4,0.2,-1.3,19.6
COC(=O)c1ccccc1OC(=O)c1cc[n+]([O-])cc1,0.7,-4.5,2.3,95.0,-1.9,-1.9,0.8,12.8,-1.3,9.3
CCN(c1cccc(C)c1)S(=O)(=O)c1ccc(-c2ccc(=O)[nH]n2)o1,1.9,-7.3,4.0,101.0,2.5,0.4,3.2,9.7,2.3,-29.4
O=C(CSc1nc2sc3c(c2c(=O)[nH]1)CCC3)NCCO,6.7,3.7,2.4,95.0,-4.3,-2.0,21.1,-6.5,-1.1,-39.5
O=C(NCCNCc1ccccn1)c1ccco1,2.9,4.5,5.5,91.0,9.8,1.9,2.9,-1.6,-2.2,8.0
CCC(C)(C)C1CCC(=NNS(=O)(=O)c2ccc(C)c([N+](=O)[O-])c2)CC1 (stereo not given),1.8,10.1,1.6,99.0,-6.4,-0.2,1.9,4.5,-0.5,4.8
CC[C@H](C)[C@@H](CO)NC(=O)[C@H]1O[C@@H](n2ccc(N)nc2=O)[C@H](O)[C@@H]1O,-1.2,.,-4.9,99.0,-0.7,0.4,2.8,.,.,8.1
Cc1noc(C)c1S(=O)(=O)N1CCC(C(=O)Nc2ccc(Br)cc2)CC1,3.9,-5.4,-5.0,90.0,-0.8,-1.4,-11.0,-5.6,1.1,-28.8
NC(COCc1ccccc1)c1csc(Nc2ccc(C(F)(F)F)cn2)n1 (stereo not given),2.5,-6.3,-4.8,90.0,9.2,-2.4,-16.1,.,6.5,-11.1
COc1ccc(S(=O)(=O)Oc2c(OC)cc(C(=S)N3CCOCC3)cc2OC)cc1,0.8,4.8,2.9,122.0,-10.7,0.0,1.2,-2.3,0.5,-9.6
CCOC(=O)N/N=C(\c1ccccc1)C(O)c1ccccc1 (stereo not given),3.3,0.0,-5.6,91.0,-3.4,0.4,-2.2,-4.8,-0.1,15.2
O=C(Nc1cccc(F)c1)C1CCN(C(=O)Cc2ccccc2)CC1,-2.2,10.6,-1.3,101.0,0.5,3.2,11.3,-6.6,2.2,-18.3
CC(=O)NN1C(=O)c2ccccc2NC1c1ccccc1F (stereo not given),-3.3,8.0,4.9,99.0,3.7,1.0,-1.1,0.7,0.1,7.7
